INS-1E GSIS act: GLuc luminescence reporter in INS-1E cells, primary screen for activators of glucose-dependent secretion of insulin; activation, % at 16.6 µM; 370,000 tested, 0.61% active; INS-1E GLuc reporter insulin secretion, 2-3 h;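 active = lowest replicate activation of at least 40%, so every replicate reaches that level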;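 note: 0% = median of neutral control wells and 100% = median of IBMX positive control wells; some compounds called inactive have numbers as strong as hits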
F508del corr: F508del CFTR correction, initial screen, CFBE line, single point | CFBE cells, YFP halide quenching; stimulated with forskolin plus potentiator P3; % fluorescence drop versus neutral controls | activity (quench increase), % at 7.58 µM | 350,000 tested, 0.36% active | AID 720511, 2013;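 active = mean added fluorescence quench of at least 8% versus neutral control, with both replicates also reaching 8%; inconclusive = only one of the mean or replicate conditions met; inactive = mean below 8% and not both replicates reaching 8%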;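 note: cells transiently co-express mutant CFTR-F508del with the halide-sensitive YFP; corrector assay measuring rescue of mutant channel to the surface after 24 h compound exposure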
PAX8 reporter: inhibitors of PAX8-driven TPO luciferase reporter, primary screen, RMG-I cells, single concentration; SteadyGlo, 24 h; inhibition, % at 12.6 µM; 360,000 tested, 1.2% active; AID 652154, 2013;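 active = mean replicate inhibition at least 60% with every replicate also reaching 60%; inconclusive = only one of the two criteria is met; inactive = mean below 60% and not all replicates reaching 60%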;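 note: luciferase light reporting Pax8 driven TPO promoter activity; plate controls were median of neutral control wells for no effect and mitoxantrone controls for full effect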
FN deposit inh: inhibitors of fibronectin matrix deposition, primary screen, AH1F cells, Alexa488-fibronectin fluorescence, plate reader. AH1F fibroblasts, overnight. inhibition, % at 12.6 µM. 350,000 tested, 0.086% active. AID 743247, 2014;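 active = mean inhibition across replicates of 30% or more, regardless of how many single replicates reach that level; inconclusive = mean under 30% yet at least half of replicates reach 30%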;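 note: positive control wells lacked labelled fibronectin entirely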
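Measured by – fluorescence 485/525 nm · System – AH1F fibroblast monolayer, labelled fibronectin deposition · Amount – 10000 cells per well · Buffer or medium – serum-reduced DMEM (2% serum) · Doses – single dose, pinned · Also added – fluorescent fibronectin at 24 nM final · Schedule – 1 h cell attachment, overnight exposure to compound and label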
miR122 inh: miR-122 Renilla sensor signal increase in Huh7, primary screen, miR-122 inhibitor project, cell-based, single point, plate reader. Huh7 miR-122 Renilla luciferase sensor, 48 h; neutral wells = 0, positive control = 100. activation (reporter increase), % at 12.5 µM. 340,000 tested, 0.3% active. AID 602342, 2012;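 active = mean replicate activation score at least 90 and every replicate individually at or above 90; inconclusive = only one of the two criteria met; inactive = neither criterion met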;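 note: higher luciferase means less miR-122 activity so hits act as miR-122 inhibitors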
EWS-Fli inh: EWS/Fli-driven NR0B1 reporter inhibitors, primary screen, A673 cells, NR0B1 luciferase, luminescence, MLPCN library; viability-normalised; inhibition, % at 12.6 µM; 350,000 tested, 0.67% active; AID 651661, 2012;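 active = mean inhibition of at least 50% after viability correction, with every replicate also passing that limit; inconclusive = mean reaches 50% but only one of two replicates passes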;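 note: firefly luciferase signal divided by Alamar Blue viability fluorescence both relative to DMSO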
DENV2 CPE: inhibitors of DENV2 cytopathic effect, primary screen, cell-based, plate reader, single concentration. DENV2-infected cells, cytopathic effect rescue. CPE inhibition, % at 9.99 µM. 350,000 tested, 1.7% active; in the data active = CPE inhibition above about 20%, passing the limit was not always enough; inconclusive = no clear call, values can overlap the other calls; tested in BHK-21 cells;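 note: 0% = median of neutral control wells and 100% = median of positive control wells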
* hit, by the source's call; u = inconclusive; x = no result given; [ ] = another dose, or the depositor's remark.

SMILES	INS-1E GSIS act	F508del corr	PAX8 reporter	FN deposit inh	miR122 inh	EWS-Fli inh	DENV2 CPE
C=CCNC(=S)Nc1ccccc1-c1nnc2n1CCCCC2	-5.4	4.4	-1.7	1.8	0.5	-6.3	9.7
O=C(NCCc1nc2ccccc2[nH]1)/C(=C/c1ccco1)NC(=O)c1ccccc1Br	-17.0	-3.5	1.0	-2.7	-6.0	-5.4	12.6
CC(=O)N(C)C[C@H]1Oc2cc(C#Cc3ccccc3)ccc2S(=O)(=O)N([C@H](C)CO)C[C@@H]1C	-30.3	0.3	x	x	18.4[16.7 µM]	8.0	0.1
Cc1cc(Cl)ccc1NC(=S)NCCCO	-3.7	x	3.9	11.0	x	-5.8	u
CCCOc1ccc(/C=C/C(=O)N2CCOCC2)cc1	9.3	-1.5	-63.5	4.7	-5.3	-38.4	-0.3
CC1(C)CC(NC(=O)c2ccc(Cl)cc2)CC(C)(C)N1	4.2	0.1	11.9	1.8	-2.7	6.0	0.7
Cc1noc(C)c1NC(=O)Nc1ccc2c(c1)C(=O)N([C@H](C)CO)C[C@H](C)[C@@H](CN(C)C(=O)Nc1cccc3ccccc13)OCCCC[C@@H](C)O2	1.0	0.0	-25.7	7.2	2.3[16.7 µM]	-11.9	-10.2
O=C(Nc1nnc(S(=O)(=O)N2CCCCCC2)s1)c1ccccc1F	x	-2.1	-54.5	-9.3	14.3	-6.9	4.3
O=C(CCC(=O)N1CCOc2ccccc21)NCCCN1CCOCC1	3.6	2.2	3.1	-3.8	-3.3	-4.2	-4.3
O=C(COC(=O)Cc1ccccc1F)NCc1ccccc1Cl	-12.2	2.0	2.3	-1.5	-4.2	-2.7	-0.8
CN(C)S(=O)(=O)N1CCN(C(=O)c2cccs2)CC1	1.5	-2.7	x	x	x	1.4	x
O=C(C1CC(=O)N(c2ccccc2F)C1)N1CCOCC1 (centres undefined)	6.3	-3.4	5.6	1.7	-6.9	-1.4	-8.5
Cc1ccc(-c2ccc(C3[C@H]4CNC[C@@H]3N4Cc3ccc(F)cc3)cc2)cc1 (some centres undefined)	-12.7	0.0	-11.9	-0.5	x	4.1	-2.9
C[C@@H]1CN([C@@H](C)CO)S(=O)(=O)c2ccc(C#CC3CC3)cc2O[C@H]1CN(C)CC1CCCC1	3.7	-4.3	x	x	5.6[16.7 µM]	35.9	-3.0
CN(CC(=O)N1CCC(C(N)=O)CC1)S(=O)(=O)c1ccc2ccccc2c1	2.1	-0.8	18.3	-7.3	x	5.7	1.1
CN(c1ccccc1C(=O)Nc1cccc(Br)c1)S(=O)(=O)c1ccccc1	3.6	-0.2	13.4	2.6	x	18.5	12.9
N#C[C@H]1[C@@H](c2ccccc2-c2ccccc2F)[C@H](CO)N1C(=O)c1cccc(F)c1	-19.5	0.9	-29.3	-7.5	x	4.8	-2.6
CCN(CC)c1ccc(CN(C(=O)c2cccs2)C2CCS(=O)(=O)C2)cc1 (centres undefined)	5.7	2.3	16.1	10.8	x	-2.9	-0.2
O=c1[nH]c2ccccc2c(O)c1O	9.8	0.5	x	x	0.8	16.3	-16.5
COc1cccc(CNC(=O)C[C@H]2C=C[C@H](NC(=O)C3CCC3)[C@@H](CO)O2)c1	3.2	-1.0	1.9	x	x	1.1	x
Cc1cc(C(=O)CN2C(=O)C(=O)N(C3CCCC3)C2=O)c(C)n1CCc1ccc(F)cc1	-8.8	-1.2	0.7	-4.6	x	3.2	-6.3
O=C(NCCO)C(F)(F)C(F)(F)C(F)(F)OC(F)(C(=O)NCCO)C(F)(F)F (centres undefined)	14.6	-2.1	x	x	x	10.7	-0.2
O=C(C1CC1)N1CC(=O)N2[C@H](C1)[C@@H](c1ccc(Br)cc1)[C@@H]2CO	2.9	1.0	-12.7	-12.1	x	-0.8	12.4
C/C=C/c1ccc(OCC(O)CNCCc2ccc(OC)cc2)c(OC)c1 (centres undefined)	0.3	2.8	15.8	-1.1	4.6	3.8	7.7
COc1ccc(S(=O)(=O)N(C)C[C@H]2Oc3ccc(NC(=O)Nc4ccccc4)cc3C(=O)N([C@@H](C)CO)C[C@H]2C)cc1	-8.7	0.2	x	x	33.5[16.7 µM]	-1.2	6.6

Other compounds follow:
SMILES	INS-1E GSIS act	F508del corr	PAX8 reporter	FN deposit inh	miR122 inh	EWS-Fli inh	DENV2 CPE
CCC(=O)N(CC(=O)Nc1sc(C)c(C)c1C(N)=O)Cc1ccc(F)cc1	-13.2	0.2	9.5	-6.8	-7.7	1.9	8.9
COc1ccccc1C#Cc1cnc2c(c1)C(=O)N([C@H](C)CO)C[C@H](C)[C@@H](CN(C)C(C)=O)O2	-3.5	-1.2	x	x	-1.9[16.7 µM]	-14.2	-2.4
COc1cccc(-c2ccc([C@H]3[C@@H](C#N)N(C(=O)c4ccccn4)[C@H]3CO)cc2)c1	-2.3	0.7	-1.1	1.5	x	-0.6	-13.2
C=CCn1c(SCC(=O)c2ccc(F)cc2)nnc1-c1ccc2c(c1)OCO2	-15.5	2.0	-7.4	-10.8	6.1	-5.5	-2.6
C[C@@H]1CN([C@@H](C)CO)C(=O)c2cc(-c3ccc(F)cc3)cnc2O[C@@H]1CN(C)C(=O)Nc1ccccc1F	-14.9	2.6	x	-11.8	-4.5[16.7 µM]	-3.8	-11.6
CC(=O)c1cc2c(cc1N(C(=O)c1ccco1)C(C(=O)NC1CCCC1)c1ccccc1F)OCO2 (centres undefined)	9.2	1.5	15.7	5.9	7.0	-4.1	-4.6
Cc1c(NC(N)=O)c(=O)n(-c2ccccc2)n1C	9.6	x	9.1	-2.4	x	6.3	3.1
CC(=O)c1ccccc1OCCOc1ccccc1C(C)=O	14.3	-0.9	8.6	-3.4	-1.8	3.5	3.5
NS(=O)(=O)c1ccc(CCNC(=O)CN2C(=O)NC(c3ccccc3)(c3ccccc3)C2=O)cc1	x	1.5	19.3	2.6	-1.7	2.8	7.8
Cc1ccccc1C(=O)Nc1cc(NC(=O)c2ccccc2C)cc(C(=O)O)c1	-8.3	-2.6	5.3	6.4	4.5	-2.8	-6.6
COc1ccc(NC(=O)N(C)C[C@@H]2Oc3ccc(N(C)C)cc3C(=O)N([C@H](C)CO)C[C@@H]2C)cc1	3.6	2.9	-33.1	3.0	-0.2[16.7 µM]	x	6.4
C=CC(COCc1ccccc1)N(Cc1ccc(OC)cc1)S(=O)(=O)c1ccccc1Br (centres undefined)	14.4	-2.1	-0.7	-1.9	6.7	-1.2	4.8
O=C(CNc1ccccc1)N/N=C/c1ccc([N+](=O)[O-])cc1	2.1	x	10.1	-6.3	x	x	x
Cc1noc(C)c1NC(=O)N1C[C@@H](O)COC[C@H]2O[C@@H](CC(=O)NCC3CC3)CC[C@@H]21	4.3	-0.5	0.1	-1.4	-1.6[16.7 µM]	-10.8	-2.8
C[C@H](CO)N1C[C@H](C)[C@@H](CN(C)C(=O)Nc2ccc(C(F)(F)F)cc2)Oc2c(NC(=O)Nc3ccc(F)cc3)cccc2C1=O	4.2	2.0	-3.1	0.3	-1.9[16.7 µM]	1.3	-6.6
CC1CCCN(C(=O)CN2C(=O)c3ccccc3S2(=O)=O)C1 (centres undefined)	-3.5	0.1	-116.0	x	3.9	-22.4	-1.9
Cc1cc(C)nc(NS(=O)(=O)c2ccc(NS(=O)(=O)c3ccsc3)cc2)n1	20.6	-3.1	13.6	7.7	-7.6	7.0	3.8
COc1ccc(NC(=O)N(C)C[C@@H]2OCc3cn(nn3)CCCC(=O)N([C@@H](C)CO)C[C@@H]2C)cc1	-3.6	3.3	-6.6	-6.5	-0.6[16.7 µM]	-5.8	x
CCCCN(CC)Cc1ccc(CNC(=O)Nc2ccc(OCC)cc2)o1	-29.6	-1.9	x	x	-0.9	-6.0	7.9
CCc1ccc(C2c3[nH]c4ccccc4c3CCN2C(=O)c2ccc(=O)n(C)n2)cc1 (centres undefined)	-21.7	1.2	40.6	-2.0	-1.8	28.0	-2.1
O=C(NC1CCN(Cc2ccccc2)CC1)c1ccccc1NS(=O)(=O)c1ccc(F)c(F)c1	-19.4	1.6	-3.5	0.7	4.5	0.1	u
CC(=O)Nc1ccc(S(=O)(=O)NC(C(=O)O)C(C)C)cc1 (centres undefined)	-7.2	0.7	x	x	-3.3	-1.7	-0.2
CCCC(=O)NCC(c1cccs1)S(=O)(=O)c1ccc(C)cc1 (centres undefined)	0.7	-2.0	-18.9	-4.3	14.7	-6.7	-2.5
COc1cc(NC(=O)c2ccc(-c3cnn(C)c3)c3ccoc23)cc(OC)c1OC	-4.6	3.0	-6.9	-0.3	-3.4	-21.0	-6.0
Cc1ccc(CNC(=O)CNS(=O)(=O)c2ccc3c(c2)C(C)(C)C(=O)N3C)cc1	0.2	-1.2	-139.5	-1.4	-0.2	-63.6	-7.5

Gathered by group, the entries above containing an NH in an aromatic ring (three)
SMILES	INS-1E GSIS act	F508del corr	PAX8 reporter	FN deposit inh	miR122 inh	EWS-Fli inh	DENV2 CPE
O=C(NCCc1nc2ccccc2[nH]1)/C(=C/c1ccco1)NC(=O)c1ccccc1Br	-17.0	-3.5	1.0	-2.7	-6.0	-5.4	12.6
O=c1[nH]c2ccccc2c(O)c1O	9.8	0.5	x	x	0.8	16.3	-16.5
CCc1ccc(C2c3[nH]c4ccccc4c3CCN2C(=O)c2ccc(=O)n(C)n2)cc1 (centres undefined)	-21.7	1.2	40.6	-2.0	-1.8	28.0	-2.1

Further results follow:
SMILES	INS-1E GSIS act	F508del corr	PAX8 reporter	FN deposit inh	miR122 inh	EWS-Fli inh	DENV2 CPE
C/C(N)=C(/C#N)C(=O)CSc1nc2ccccc2c(=O)n1-c1ccccc1C	-1.7	-4.0	-4.7	x	12.4	2.7	-5.8
O=C(NCC[C@H]1CC[C@H](NC(=O)C2CCCC2)[C@@H](CO)O1)c1ccc(F)cc1	9.1	-1.2	-2.3	x	7.3[16.7 µM]	4.1	29.4*
CCCCCCCCCCCCC(=O)CCCCC(=O)O	4.4	0.7	x	x	5.5	-0.7	-6.1
CCCC#Cc1cnc2c(c1)C(=O)N([C@H](C)CO)C[C@@H](C)[C@@H](CN(C)C(=O)c1ccccc1)O2	-0.9	0.0	-2.4	-8.1	0.2[16.7 µM]	5.0	12.9
NNC(=O)CNC(=O)C12CC3CC(CC(C3)C1)C2	21.0	-3.0	13.5	-8.0	6.8	-7.2	-1.9
Cn1c(CCc2ccccc2)nnc1SCC(N)=O	2.8	0.4	9.6	-2.7	0.8	-13.2	2.0
CCOC(=O)N1CCN(C(=O)C2CC(=O)N(c3ccc(OC)cc3)C2c2ccc(OC)cc2)CC1 (centres undefined)	x	x	0.3	1.8	4.8	x	x
C[C@@H]1CN([C@H](C)CO)C(=O)c2cc(C3=CCCC3)cnc2O[C@H]1CN(C)C(=O)Nc1ccccc1	2.8	1.6	-1.1	x	6.1[16.7 µM]	5.2	-4.7
Cc1nc(C(=O)O)nn1-c1cc(Cl)ccc1Cl	15.8	x	-22.2	x	1.8	3.2	7.3
Cc1cc(C(=O)COC(=O)c2ccccc2O)c(C)n1CC1CCCO1 (centres undefined)	-54.3	1.0	81.3*	-12.8	-1.1	84.3*	6.6
O=C(O)c1ccccc1Nc1ccc([N+](=O)[O-])cc1	-17.4	x	-4.9	2.7	x	-8.0	8.5
O=C(CN1CCOCC1)N1CCCCN2[C@H](CO)[C@@H](c3ccc(/C=C/c4ccccc4)cc3)[C@@H]2C1	-2.7	-2.7	-11.0	x	-4.8[16.7 µM]	-12.8	u
O=S(=O)(c1ccccc1F)N1CCCCN2[C@H](CO)[C@H](c3ccc(-c4ccccc4)cc3)[C@H]2C1	-22.1	2.7	5.2	x	30.2[16.7 µM]	1.5	33.9*

Bioassay records deposited in PubChem BioAssay by Broad Institute.
